Assay outcomes deposited in PubChem by National Center for Advancing Translational Sciences (NCATS).
ALOX12 inh: inhibitors of human 12S-lipoxygenase ALOX12; P18054; purified 12hLO, xylenol orange hydroperoxide absorbance; Potency, µM (doses to about 108 µM), for inactives: at the highest dose activity change, negative = inhibition, actives largely listed as inhibitors; 580,000 tested, 1.1% active; active = well fitted inhibition curve with a large enough effect; inconclusive = small, poorly fitted or top-dose-only effect, or another doubt; inactive = no such curve, though single readings can be large or run the other way
Target sequence (P18054 whole entry, looked up): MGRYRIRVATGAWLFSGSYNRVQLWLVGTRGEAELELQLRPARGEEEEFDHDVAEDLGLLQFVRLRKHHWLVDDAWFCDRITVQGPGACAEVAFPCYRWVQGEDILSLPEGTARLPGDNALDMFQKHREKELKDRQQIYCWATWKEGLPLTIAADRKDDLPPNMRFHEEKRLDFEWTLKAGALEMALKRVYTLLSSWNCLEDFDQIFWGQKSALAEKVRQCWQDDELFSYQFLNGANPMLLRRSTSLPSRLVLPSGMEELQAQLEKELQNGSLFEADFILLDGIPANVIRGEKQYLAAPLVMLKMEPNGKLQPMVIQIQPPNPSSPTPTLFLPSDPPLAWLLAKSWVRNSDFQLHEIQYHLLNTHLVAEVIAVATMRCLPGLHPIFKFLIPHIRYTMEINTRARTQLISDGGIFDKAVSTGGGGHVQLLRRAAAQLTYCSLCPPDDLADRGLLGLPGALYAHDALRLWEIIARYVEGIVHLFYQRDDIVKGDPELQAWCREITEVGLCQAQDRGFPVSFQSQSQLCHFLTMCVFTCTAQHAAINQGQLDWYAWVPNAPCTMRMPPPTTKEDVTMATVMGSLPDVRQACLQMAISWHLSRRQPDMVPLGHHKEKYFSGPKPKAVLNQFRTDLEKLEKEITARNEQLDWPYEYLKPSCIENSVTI
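Hydroperoxide product was detected by ferrous iron/xylenol orange as the 573 to 405 nm absorbance ratio. Arachidonic acid at 40 uM (final) was turned over for 30 min at room temperature by 150 nM human 12hLO, pH 7.0 Hepes buffer, after 15 min compound preincubation.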
* marks the source's active call; other numbers are inactive results; ? = inconclusive; [ ] = dose if it differs, or a comment. % is set by controls: 0 for no effect and ±100 for the full control effect; potency is the fitted concentration of half-maximal effect. Some of the compounds tested; the hit share may differ from the screen's.

SMILES	ALOX12 inh
COC(=O)[C@@H](C)NC(=O)[C@@H]1CN(C(=O)c2cccc(F)c2)CCN1C(=O)C1CCCCC1	75.3%[activator]
Cc1ccc(C2=CC(c3c(F)cccc3Cl)n3nnnc3N2)cc1 (stereo not given)	?
Cc1ccc(C2Cn3nnc(-c4nc(-c5ccc(F)c(F)c5)no4)c3CO2)c(C)c1 (stereo not given)	38.6%
CC(NC(=O)c1cccnc1N(C)C)c1ccc(F)cc1 (stereo not given)	-0.2%
CN1CCC(C(=O)N2CCN(C3CCNCC3)C(=O)C2)CC1	7.7%[6.33 µM]
CC(C)(C)c1cc(C[C@H]2CNCC[C@H]2CC(=O)Nc2ccccc2)no1	?
O=C(c1nc2sccn2c1Br)N1CCN(c2ncccn2)CC1	1.2%
CC(C)CS(=O)(=O)N[C@H](C)c1onc(-c2ccc(F)cc2)c1C(=O)O	1.9%[176 µM]
Cc1cc(C)cc(NC(=O)c2nn(C)c(=O)c3ccccc23)c1	12.5%
O=C1Nc2ccccc2CC12CN(CC1CCNCC1)C2	9.8%[12.5 µM]
COC(=O)C[C@H]1CC[C@@H](NC(=O)Nc2cccc(OC)c2)[C@@H](CO)O1	-7.2%
Cc1cccc(C(=O)NC2CCSC2=O)c1 (stereo not given)	-3.2%
O=C(CCC[C@H]1NC[C@@H]2C[C@H]1CN(Cc1ccccc1)C2)NCCCn1cccn1	?
COCC(=O)NC[C@@H]1C=C(C)[C@H](CC(=O)Nc2ccccn2)C[C@H]1C(C)C	4.9%[176 µM]
Cn1cccc1C(=O)N1CCC2(CC1)CN(Cc1ccc(C#N)cc1)C2	9.0%[57.4 µM]
CCC(=O)N1CCC2(CC1)OCC(C(=O)NC1CC1)N2C(=O)c1cccc(OC)c1 (stereo not given)	14.2%
CC(=O)Nc1ccc(C(=O)COc2ncnc3sc4c(c23)CCC4)cc1	-17.4%
CC(NS(=O)(=O)c1cc(F)ccc1F)C(=O)N1CCCC1 (stereo not given)	-7.1%
CC(C)Oc1ccc(C(O)(CC[N+](C)(C)C)C2CCCCC2)cc1 (stereo not given)	11.2µM*
CN(C(=O)Nc1ccc(Cl)cc1)C1CCc2ccccc21 (stereo not given)	30.5%[activator][176 µM]
CC(=O)Oc1ccc2c(=O)c(-c3ccc(Cl)cc3)coc2c1	-47.6%
CC[C@H]1CN(S(=O)(=O)c2ccccc2)CC[C@H]1CC(=O)N(C)CCC#N	19.0%[176 µM]
COCC1CN(C(=O)CCc2ccccc2OC)CC12CCNCC2 (stereo not given)	?
CC(C)CN1C(=O)c2cccn2CC1CNC(=O)c1ccnn1C (stereo not given)	1.7%
O=C(CN1CCN(C(=O)c2ccccc2-c2ncc(-c3ccccc3)o2)CC1)N1CCCCC1	35.0%
Other compounds.
SMILES	ALOX12 inh
CN(C)CC(=O)N1CC(=O)N2[C@H](CO)[C@@H](c3ccc(Br)cc3)[C@H]2C1	-18.9%
COCCOCc1nc(C2CCCCN2C(=O)Nc2ccccc2)no1 (stereo not given)	0.1%
COC(=O)CNC(=O)c1ccc(CN)cc1	?
COc1ccc(OC)c2c1cc(C(=O)NCC(=O)N1CCN(Cc3ccccc3)CC1)n2C	17.9%
O=C(N[C@@H]1CN(c2ncccn2)C[C@H]1CO)C1CC=CC1	-2.5%
Cc1ccc(C(=O)N(CC#N)C2CC2)s1	9.5%
N#Cc1cccc(NC(=O)O[C@@H]2CO[C@H]3[C@@H]2OC[C@@H]3Nc2nccc(-c3ccccc3)n2)c1	8.5%
Cc1cccc(-n2c3nc(=O)[nH]c(=O)c-3cc3ccccc32)c1C	?
COc1ccc(-c2ccc3nc(-c4cc(C)cc(C)c4)oc3c2)c(OC)c1OC	50.5%[activator]
COC(=O)C1=C(C)N(Cc2ccc(Br)cc2)C(=S)NC1c1cccc(Br)c1 (stereo not given)	39.8µM*
CSc1nsc(SCC(=O)NCc2ccc(F)cc2)n1	7.7%
CC1(C)C[C@H](NC2CCC2)[C@@]2(CCC(=O)NCc3cccnc3)CC[C@](C)(O)C[C@@H]12	31.2%[activator][176 µM]
COc1cccc(OCc2nc(C(=O)N(C)Cc3cccnc3)co2)c1	16.4%
CCNc1cc(N2CCC(CCC(=O)Nc3cccc(OC)c3)CC2)ncn1	43.7%[activator]
CNC(=O)[C@@H]1C[C@H](Oc2ccccc2)CN1C(=O)CCOC	32.9%[activator]
COc1ccc(CCNC(=O)c2cccn2-c2nnc(N3CCCCCC3)s2)cc1OC	-6.4%
O=C(O)C(c1c[nH]c2cc(Br)ccc12)N1CCN(Cc2ccc(Cl)cc2Cl)CC1 (stereo not given)	39.8µM*
C[C@H]1[C@@H]2[C@@H](O)C([C@H](C)C(=O)NCCN3CCOCC3)CC[C@@]2(C)CC[C@@H]1NC(=O)c1cnccn1 (stereo not given in full)	13.1%
Cc1ccc(C)c(-c2csc(Nc3ccc(S(=O)(=O)Nc4nc(C)cc(C)n4)cc3)n2)c1	44.7µM*
CC(=O)N1CCCC1c1nc(C2CN(C(=O)CCn3cc(C)cn3)C2)no1 (stereo not given)	-1.9%
CCOc1ccc2c(=O)c(-c3ccc(OC)cc3)c(C)oc2c1	28.9%
Cn1cc(S(=O)(=O)N2CCCC(C(=O)Nc3nn(Cc4ccc(F)cc4)cc3Cl)C2)cn1 (stereo not given)	18.5%
N#Cc1cccc(CN2CCc3ncc(C(=O)NCc4ccccc4)n3CC2)c1	24.1%[176 µM]
Cc1c(CN2CCCC(c3ccc(C(=O)O)cc3)C2)cnn1C (stereo not given)	36.1%[activator]
CC(=O)Nc1ccc(C(=O)N2CCCN(c3cc(-c4ccc(Cl)cc4)[nH]n3)CC2)cc1	-2.2%
The list continues:
SMILES	ALOX12 inh
Cc1nncn1C1CCN(S(=O)(=O)c2cccs2)CC1	19.2%
COc1cccc(-c2ccc3c(n2)CN(Cc2ccc(F)cc2)C(=O)CO3)c1	-1.8%[176 µM]
C=C(C)CN(CC)C(=O)c1scnc1C	-50.6%
CC(=O)N1CCC(N2CCOC[C@H]2c2ncc(-c3ccc(C(F)(F)F)cc3)[nH]2)CC1	5.9%[176 µM]
O=C(Cc1cccs1)N1CC2CC(C1)[C@H]1CCCC(=O)N1C2 (stereo not given in full)	23.0%
CCc1noc(-c2cn(C3CCN(C(=O)COc4ccccc4)CC3)nn2)n1	24.4%
Cc1occc1-c1nnc(SC(C(=O)Nc2cccc(C(F)(F)F)c2)c2ccccc2)o1 (stereo not given)	?
CC(C)(C)CC(=O)Nc1nc2c(s1)C[C@@H]1[C@](C)(CO)[C@H](O)CC[C@@]1(C)[C@@H]2CC(=O)NCc1ccccc1	-3.7%
CC1(C(=O)Nc2ccc3c(c2)OCCO3)CSCC(=O)N1C1CCN(Cc2ccccc2)CC1 (stereo not given)	-6.3%
O=C(COc1ccc(F)cc1)NCc1nnc2c(-c3nc(C4CC4)no3)cccn12	80.6%[activator]
COc1ccc(C2Cn3nnc(C(=O)N4CCN(C(=O)c5ccc(F)cc5)CC4)c3CO2)cc1 (stereo not given)	-4.3%
Cc1cn2nc(C(=O)NCc3cccs3)cc2c(N2CCCC2)n1	23.2%
O=C1CCN(S(=O)(=O)c2ccccc2)CCCN(C(=O)c2n[nH]c3ccccc23)CCN1	35.8%[activator]
CC(C)n1nc(C(=O)Nc2ccc(F)c(F)c2)c2ccccc2c1=O	17.8%
CCC(C)(C)C(=O)N1C[C@@H](CO)[C@H](c2nc(-c3ccncc3)no2)C1	37.9%[activator]
COc1ccc(CC(=O)N2CCC3(CC2)CN(C(=O)c2ccc(Cl)cc2)CCO3)cc1	3.5%[6.33 µM]
Cc1[nH]c(C)c(S(=O)(=O)NCCC(=O)NCc2ccc(F)cc2)c1C(=O)N1CCCC1	-20.3%
CCC(NC(=O)/C=C/C(=O)O)c1ccccc1 (stereo not given)	5.6%
Cc1ccccc1Nc1nc(NC2CCCC2)nc2c1cnn2C	-11.6%
Fc1ccc(CSc2ncc(-c3ccccc3)nn2)cc1	-31.4%
Cc1oc(-c2ccccc2)nc1CC(=O)NCCCN1CCOCC1	23.7%
COc1ccccc1NC(=O)Nc1ccc(=O)n2c1[C@@H]1C[C@@H](CN(C3CCN(C)CC3)C1)C2	32.7%[activator]
C[C@@H]1C(=O)O[C@H]2[C@H]1CC[C@@]1(C)Cc3sc(NC(=O)c4c(Cl)cccc4Cl)nc3[C@@H](C)[C@H]21	?
CC(=O)N1Cc2ccccc2CC2(CCCCN2Cc2ccccc2)C1 (stereo not given)	-0.8%[6.33 µM]
COC1=C2C[C@@H](C)C[C@H](OC)[C@@H](O)[C@@H](C)C=C(C)[C@H](OC(N)=O)[C@@H](OC)C=CC=C(C)C(=O)NC(=CC1=O)C2=O	?

5 entries drawn at random from those above, as already listed:
SMILES	ALOX12 inh
CC(C)(C)CC(=O)Nc1nc2c(s1)C[C@@H]1[C@](C)(CO)[C@H](O)CC[C@@]1(C)[C@@H]2CC(=O)NCc1ccccc1	-3.7%
Cc1cccc(C(=O)NC2CCSC2=O)c1 (stereo not given)	-3.2%
Cc1nncn1C1CCN(S(=O)(=O)c2cccs2)CC1	19.2%
CSc1nsc(SCC(=O)NCc2ccc(F)cc2)n1	7.7%
Cc1[nH]c(C)c(S(=O)(=O)NCCC(=O)NCc2ccc(F)cc2)c1C(=O)N1CCCC1	-20.3%

Compounds shown so far containing bromine:
SMILES	ALOX12 inh
O=C(c1nc2sccn2c1Br)N1CCN(c2ncccn2)CC1	1.2%
CN(C)CC(=O)N1CC(=O)N2[C@H](CO)[C@@H](c3ccc(Br)cc3)[C@H]2C1	-18.9%
COC(=O)C1=C(C)N(Cc2ccc(Br)cc2)C(=S)NC1c1cccc(Br)c1 (stereo not given)	39.8µM*
O=C(O)C(c1c[nH]c2cc(Br)ccc12)N1CCN(Cc2ccc(Cl)cc2Cl)CC1 (stereo not given)	39.8µM*

New compounds follow.
SMILES	ALOX12 inh
C[C@]1(CO)[C@H]2Cc3sc(NC(=O)c4ccco4)nc3[C@@H](CC(=O)NCc3cccnc3)[C@]2(C)CC[C@H]1O	33.5%
Cc1oc2cc(OCC(=O)NCCCOC(C)C)ccc2c(=O)c1-c1ccc(Cl)cc1	13.9%
O=C(NCCN1CCOCC1)c1cc(Sc2ccccc2Cl)nc2ccccc12	-7.8%
CC(C)c1cc(N2CCCC2)n2c(nc3ccccc32)c1C#N	11.3%
Cc1cc(C(=O)N2CCCN(C)c3ccccc32)nn1C	?
CN(C)c1cc(N2CCCC(NC(=O)COc3ccccc3)C2)ncn1 (stereo not given)	38.8%
NC(=O)c1ccc(-c2nc3c([nH]2)CN(C(=O)CN2CCOCC2)CC3)cc1	3.9%
CCOc1ccccc1-c1nn2c(CN3CCCCC3)nnc2s1	?
O=C(c1ccccc1)C(Cl)C(c1ccccc1)C1(Cl)CCCCC1=O (stereo not given)	?
Cc1ccc(Cn2cc(-c3ccncc3)cc2C(=O)NCC2CC2)cc1	3.3%
CCOc1ccccc1NC(=O)c1ccc2c(c1)NC(=O)CS2	1.3%
CCCn1c(Sc2ccccc2)nc2c1c(=O)[nH]c(=O)n2C	22.8%
COC(=O)C1CCN(S(=O)(=O)NCc2ccnc(Oc3ccc(OC)cc3)c2)CC1	80.9%[activator]
N#C/C(=C\C=C\c1ccco1)C(=O)NC1CC1	?
CS(=O)(=O)N1CCN(C2CCNCC2)C(=O)C1	-0.6%[6.33 µM]
CCc1ccc(C(=O)N2CCc3[nH]nc(C(=O)NCCCc4ccccc4)c3C2)cc1	6.4%
COc1ccccc1-n1cnnc1SCC(=O)NC(C)c1ccc(Br)cc1 (stereo not given)	-28.8%
CN(C(=O)Cc1c[nH]c2ccccc12)C1CCc2nn(CC3CC3)c(=O)n2CC1 (stereo not given)	-1.8%
N#Cc1cccc(NC(=O)N2CC3(CCN(C(=O)c4cccc(F)c4)CC3)C2)c1	-22.4%[57.4 µM]
COc1ncc2ncc(=O)n(CCc3ccccc3)c2n1	-20.9%
Cc1cc(C)c(C(=O)c2cc3ccccc3o2)c(C)c1	-18.1%
CC(=O)C1C(=O)CC(C)(O)C(C(C)=O)C1c1ccc(Cl)cc1 (stereo not given)	-26.3%
CN1C(=O)[C@@H]2C[C@@H](CN2C(=O)c2ccccc2)Oc2ccccc21	5.5%[176 µM]
CN(C)C(=O)c1cc(-c2cccc(C(F)(F)F)c2)c2nncn2n1	1.8%[6.33 µM]
CC(C)(Oc1nn(CCOc2ccccc2)c2ccccc12)C(=O)NCc1cnccn1	9.3%[176 µM]
Additional results
SMILES	ALOX12 inh
CC(=O)Nc1cccc(NC(=O)C2CC(=O)N(c3n[nH]c4ccccc34)C2)c1 (stereo not given)	23.3%
Cc1cccnc1CC(C)NC(=O)c1cc(Cn2cnc3ccccc32)[nH]n1 (stereo not given)	68.7%[activator]
CCCNC(=O)C1COC2(CCN(C(=O)CC(C)(C)C)CC2)N1C(=O)c1cccc(OC)c1 (stereo not given)	18.7%
COCc1noc([C@@H]2CN(C(=O)CCC(C)C)C[C@H]2CO)n1	20.1%
O=C(Nc1cccc(F)c1)C1CCN(C(=O)c2ncn3c2COC(c2ccc(F)cc2)C3)CC1 (stereo not given)	56.6%
COCCNC(=S)N1C[C@H]2CON(C)[C@H]2C[C@H]1c1ccccc1Br	-2.7%
CC/C(C)=N/NC(=O)C1CC1	-86.1%
Cc1c(NCc2cccnc2)cccc1C(=O)N1CCC2(CCNCC2)CC1	-1.9%
Nc1nc(NCc2ccccc2)sc1C(=O)c1ccc(Cl)cc1	?
Cc1ccc(NC(=O)Cn2c(C)cc3nc4n(c(=O)c32)CCCCC4)cc1Cl	?
CC/C(C)=N\NC(=O)CCCCC(=O)N/N=C(\C)CC	53.9%[activator]
CC1=NS(=O)(=O)N(C)C=C1C(=O)OCc1noc(-c2ccccc2Cl)n1	-5.5%
c1ccc(-c2nnc3ccc(Nc4ccc(N5CCOCC5)cc4)nn23)nc1	?
